Bioassay records (PubChem)
A3A deaminase: APOBEC3A ssDNA deaminase inhibitors, primary screen, selectivity assay for APOBEC3G inhibitor project, biochemical, FAM/TAMRA oligo cleavage fluorescence. DNA dC->dU-editing enzyme APOBEC-3A (Homo sapiens), P31941. recombinant A3A, FAM/TAMRA ssDNA deamination fluorescence. inhibition, % at 20 µM. hit rate 0.41% among 330,000. AID 493011, 2011;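 active = at least 40% inhibition at 20 µM here, with at most 30% in a related deaminase screen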;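 also: plate controls were A3A with DMSO for no effect and wells lacking A3A enzyme for full effect; some results filed as inactive read as strong as hits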
Target sequence (P31941 whole entry, looked up): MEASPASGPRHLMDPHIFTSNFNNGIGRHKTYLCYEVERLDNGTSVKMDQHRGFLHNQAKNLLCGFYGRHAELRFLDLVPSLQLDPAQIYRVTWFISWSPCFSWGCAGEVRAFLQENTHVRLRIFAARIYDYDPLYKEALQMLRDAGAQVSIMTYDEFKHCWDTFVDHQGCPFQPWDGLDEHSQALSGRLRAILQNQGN
mIAP act: activators of mouse IAP, primary screen, biochemical, luminescence, uHTS; activation factor at 10 µM; AID 2805, 2010; muIAP, CDP-Star luminescence, 30 min; active compounds read high; 1 = vehicle-only enzyme signal, 0 = enzyme-free wells; hit rate 0.24% among 330,000;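 active = activation factor of at least 2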; also: the source names both 10 and 20 µM as test concentration; values of inactives mirror those of a sister screen read the other way
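Assay system: mouse IAP enzyme; reagent: chemiluminescent substrate CDP-Star; dosing: test compounds delivered from DMSO solution; schedule: 30 min at room temperature; measured by: luminescence from enzymatic CDP-Star hydrolysis; controls: DMSO-only wells and no-enzyme negative control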
mIAP block: inhibitors of mouse IAP, primary screen, biochemical, luminescence, uHTS; hit rate 0.2% among 330,000; inhibition, % at 10 µM; purified mouse IAP, CDP-Star luminescence, 30 min;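 active = inhibition of at least 40% at 10 µM in the primary screen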;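 also: plate controls were DMSO with enzyme for no effect and no enzyme wells for full effect; values of inactives mirror those of a sister screen read the other way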
APOBEC3G inh: APOBEC3G DNA deaminase inhibitors, primary screen, biochemical, fluorescence, single-stranded DNA substrate, uHTS. inhibition, % at 20 µM. AID 493012, 2011. recombinant A3G, ssDNA deamination FAM/TAMRA fluorescence. hit rate 0.28% among 330,000;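 active = inhibition of at least 40% at 20 µM, with no more than 30% in the related APOBEC3A deaminase screen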;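 also: plate controls were DMSO wells with A3G for no effect and wells lacking A3G enzyme for full effect; some compounds called inactive have numbers as strong as hits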
hIAP block: human IAP inhibitors, primary screen, biochemical, luminescence, uHTS; Intestinal-type alkaline phosphatase (Homo sapiens), P09923; purified IAP, CDP-Star luminescence, 30 min; inhibition, % at 10 µM; hit rate 0.12% among 330,000;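 active = inhibition reaching a set limit with compound at 10 µM in the primary screen, cut at about 35% in these data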;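 also: plate controls were DMSO wells with enzyme for no effect and no-enzyme buffer wells for full effect; values of inactives mirror those of a sister screen read the other way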
Target sequence (P09923 whole entry, looked up): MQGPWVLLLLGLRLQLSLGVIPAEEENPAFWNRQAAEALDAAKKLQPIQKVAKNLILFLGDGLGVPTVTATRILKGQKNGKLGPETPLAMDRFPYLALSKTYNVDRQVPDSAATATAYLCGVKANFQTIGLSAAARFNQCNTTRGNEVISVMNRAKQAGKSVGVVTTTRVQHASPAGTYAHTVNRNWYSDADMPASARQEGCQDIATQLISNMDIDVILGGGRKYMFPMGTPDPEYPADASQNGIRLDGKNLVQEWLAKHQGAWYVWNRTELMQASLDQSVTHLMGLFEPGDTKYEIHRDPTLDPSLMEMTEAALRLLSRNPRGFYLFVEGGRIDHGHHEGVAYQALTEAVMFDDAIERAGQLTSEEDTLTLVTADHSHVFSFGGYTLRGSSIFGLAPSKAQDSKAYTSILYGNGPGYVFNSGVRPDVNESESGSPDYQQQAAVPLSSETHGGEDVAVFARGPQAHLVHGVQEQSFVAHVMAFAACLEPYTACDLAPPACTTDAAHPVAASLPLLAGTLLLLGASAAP
beta cell repl: inducers of MIN6 beta-cell proliferation, primary screen, ATP luminescence, uHTS; MIN6 cells proliferation, ATPlite luminescence, 48 h; cells starved in 0.2% serum; 100% = growth in 10% serum; proliferation, % at 10 µM; hit rate 0.29% among 330,000; AID 2380, 2010;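 active = compounds whose signal lies at least 3.5 SD above the mean of all wells on their plate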;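 also: 0% = DMSO-treated cells in low-serum medium and 100% = 10% serum control; some compounds called inactive have numbers as strong as hits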
NLRP3 yeast inh: NALP3 inflammasome inhibitors in reconstituted yeast, primary screen, luminescence, uHTS. Yeast reconstituted NLRP3/ASC/caspase-1, beta-gal luminescence, 24 h. inhibition, % at 10 µM. hit rate 0.39% among 330,000;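 active = inhibition of 50% or more; inactive = inhibition below 50%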;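 also: plate controls were induced DMSO wells for no effect and uninduced yeast grown without galactose for full effect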
TIM10 inh: growth inhibitors of isogenic TIM10 control yeast, primary screen, counter-screen for tim10-1 yeast inhibitor project, luminescence, uHTS | S. cerevisiae TIM10 strain growth, BacTiter-Glo luminescence, 24 h | inhibition, % at 10 µM | hit rate 1.4% among 330,000;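 active = inhibition of 40% or more at the single tested concentration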;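 also: wild-type TIM10 isogenic control strain grown at permissive 25 °C; 0% = DMSO yeast wells and 100% = minimal medium wells without yeast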
tim10-1 inh: growth inhibitors of tim10-1 mutant yeast, primary screen, luminescence, uHTS. AID 463190, 2010. inhibition, % at 20 µM. S. cerevisiae tim10-1 ts strain growth, BacTiter-Glo, 24 h. hit rate 2.2% among 330,000;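 active = inhibition of at least 40%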;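 also: mutant grown at 25 °C; 0% = DMSO wells with yeast and 100% = wells holding no yeast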
* = called active by the depositor.

SMILES	A3A deaminase	mIAP act	mIAP block	APOBEC3G inh	hIAP block	beta cell repl	NLRP3 yeast inh	TIM10 inh	tim10-1 inh
CC1CCC(NC(=O)c2ccc(-n3cncn3)c([N+](=O)[O-])c2)CC1 (stereo not drawn)	-3	0.91	9	-8	4	-1	5	1	11
N#CC1=C(N)SC(N)=C(C#N)C1c1ccc([N+](=O)[O-])cc1	-6	0.91	9	-11	8	-1	2	2	15
Cc1cc(C)cc(NC(=O)NCc2nnc(SCc3ccccc3)n2C)c1	2	1.2	-22	0	0	-1	17	-18	12
CCN(CC)Cc1csc2ccc(Br)cc12	0	0.97	3	-2	-10	2	11	9	7
COc1cc(NC(=O)CSc2nncn2C)cc(OC)c1OC	1	1	-1	-7	10	-3	19	15	9
Cc1nc(Nc2ccccc2Br)c2nnn(Cc3ccccc3)c2n1	-1	1	-3	-3	-12	-2	15	3	21
CC(=O)Nc1ccc(S(=O)(=O)NCc2ccc(C(=O)NCCCN3CCC(C)CC3)cc2)cc1	-1	0.94	6	0	-32	-1	15	-14	0
O=C(CCN1C(=O)/C(=C/c2ccccc2)SC1=S)Nc1ccccn1	-6	0.94	6	-1	-16	-2	22	-3	17
CCCNS(=O)(=O)c1cccc(C(=O)OCc2cc(=O)oc3cc(OC)ccc23)c1	2	0.88	12	-6	9	-2	21	4	15
COc1ccc(COc2cc(-c3cccc(OC)c3)nc3ccc(NC(=O)c4ccc(OC)cc4)cc23)cc1	-2	1	-3	-10	9	-4	22	3	1
CNC(=S)Nc1ccc(C)c(NC(=S)NC)c1	3	0.9	10	-5	24	-3	13	2	5
CCOC(=O)[C@@H]1[C@H]2COc3ccccc3[C@@H]2N2C(=O)N(c3ccc(C(F)(F)F)cc3)C(=O)[C@@]12C	-2	1.1	-7	-2	13	-1	-2	14	17

The final three records of the section before lead into the next.
SMILES	A3A deaminase	mIAP act	mIAP block	APOBEC3G inh	hIAP block	beta cell repl	NLRP3 yeast inh	TIM10 inh	tim10-1 inh
COc1ccc(COc2cc(-c3cccc(OC)c3)nc3ccc(NC(=O)c4ccc(OC)cc4)cc23)cc1	-2	1	-3	-10	9	-4	22	3	1
CNC(=S)Nc1ccc(C)c(NC(=S)NC)c1	3	0.9	10	-5	24	-3	13	2	5
CCOC(=O)[C@@H]1[C@H]2COc3ccccc3[C@@H]2N2C(=O)N(c3ccc(C(F)(F)F)cc3)C(=O)[C@@]12C	-2	1.1	-7	-2	13	-1	-2	14	17
COc1cccc(-c2cc(C(=O)N/N=C/c3ccc(OC)c(COC(C)=O)c3)c3ccccc3n2)c1	-2	0.97	3	-6	7	1	9	3	8
COc1ccccc1CCNC(=O)c1c(C)nn(CC(C)C)c1Cl	-2	0.94	6	-9	-13	-3	20	2	17
CN(CC(=O)Nc1cccc(F)c1)C(=O)CCN1C(=O)C2CC=CCC2C1=O (stereo not drawn)	-1	0.96	4	-4	-12	2	16	4	-2
O=C(NC1CCC(CC2CCC(NC(=O)C(Cl)Cl)CC2)CC1)C(Cl)Cl (stereo not drawn)	-7	1.2	-20	-6	-10	0	12	-7	-5
O=C(Cn1nc(C(F)(F)F)c2c1CCCC2)NCCN1CCOCC1	3	1	-2	0	-1	-2	5	-11	12
CCN1CCC(n2nccc2NC(=O)c2ccccc2Cl)CC1	0	1	-1	-5	9	0	12	-2	-26
CC(=O)Nc1cccc(C(=O)Nc2nc(C)cs2)c1	8	1.1	-7	-12	-11	2	-1	-16	0
Oc1ccc(C[C@H]2CNC(=S)N2CCc2cc(C(F)(F)F)cc(C(F)(F)F)c2)cc1	0	1	-4	-1	21	-3	9	13	22
COCCCN1C(=O)C(=O)/C(=C(/O)c2ccc(S(=O)(=O)N3CCOCC3)cc2)C1c1ccc(OC)cc1 (stereo not drawn)	-2	1	0	2	0	-3	-4	15	-3
C=CCn1c(SCC(=O)c2ccccc2)nnc1-c1cc2ccccc2o1	-1	0.86	14	-6	2	-2	11	-7	18
CC1CCN(C(=O)c2ccc(NS(=O)(=O)c3ccccc3)cc2)CC1	1	1.1	-5	-2	0	-3	6	3	1
CCOC(=O)C1CCCN(CCC(=O)Nc2cccc(C)c2)C1 (stereo not drawn)	-3	1.1	-5	-7	-16	2	10	-12	0
COc1ccccc1C(=O)NCC(=O)NC1CCCc2ccccc21 (stereo not drawn)	-1	1.1	-8	-11	0	1	2	21	15
Cc1nnc2c(NC3CCCC3)nc3ccccc3n12	-4	1	0	-5	17	-1	6	14	21
Cn1nc(C(=O)Nc2cccc(S(=O)(=O)N3CCOCC3)c2)c2ccccc2c1=O	1	1	-4	-8	6	6	13	11	5
Cc1ccsc1/C=N/n1c(COc2ccccc2)n[nH]c1=S	-1	1	0	12	2	-1	31	24	35
CCOC(=O)c1c(N)sc2c1CCC1C(=O)N(C3CCCCC3)C(=O)C21 (stereo not drawn)	1	1	-4	0	-2	-1	-5	8	10
CC(=O)Nc1ccc(S(=O)(=O)NCCc2cn3nc(C)c(C)nc3n2)cc1	-4	0.87	13	-6	5	0	2	-12	17
N#CCc1nn2c(-c3ccccc3)ccnc2c1C#N	-5	1	-3	-9	4	0	-8	10	43*
Cc1cccc(NC(=S)NC(=O)/C=C/c2ccco2)n1	2	0.77	23	-1	-3	4	10	21	23
CC(C)(C)n1nc2c(c1NC(=O)Cc1cccc3ccccc13)CS(=O)(=O)C2	5	0.96	4	0	-1	-4	-1	-21	0
CCCCCCCCOC(=O)c1ccc(N)cc1	0	1.1	-6	0	3	-1	26	8	45*
COc1cc(NC(=O)CNC(=O)Cn2ccc3ccccc3c2=O)cc(OC)c1OC	-1	1	-3	11	6	0	3	5	-5
CCOC(=O)C(CCOc1cccc(CC)c1)C(=O)OCC	-2	0.99	1	-4	-18	-3	36	9	-5
COc1cc(/C=C/C(=O)OCN2C(=O)c3ccccc3C2=O)ccc1OC(F)F	-4	0.93	7	-7	0	1	2	4	-4
O=C(COC(=O)COc1cccc(C(F)(F)F)c1)Nc1ccc(N2CCOCC2)cc1	4	0.98	2	-1	-4	0	20	5	-4
CCOC(=O)c1ccc(S(=O)(=O)Nc2cc(S(=O)(=O)N3CCOCC3)ccc2O)cc1	1	0.74	26	52*	-31	-6	17	-2	-2
COc1cccc(O)c1CN1CCCC(C(=O)c2cccc(C(F)(F)F)c2)C1 (stereo not drawn)	-1	0.93	8	-9	9	-4	32	11	2
CC(C)(C)S(=O)(=O)/C(C#N)=N/Nc1ccc(Cl)cc1	0	1	-1	0	-7	-4	20	7	16
CC1CN(C(=S)SCC(=O)c2ccc([N+](=O)[O-])cc2)CC(C)O1 (stereo not drawn)	-2	0.82	18	-12	3	-2	10	14	2
Cc1cc(NC(=O)c2cccs2)n(-c2nc3ccccc3[nH]2)n1	-2	0.92	8	-2	1	-2	27	21	24
Cc1cc(C)c(NC(=O)CN)c(C)c1	7	1	-3	-2	2	4	13	11	6
CC1CCC2C(=O)N(c3ccc(S(=O)(=O)c4ccccc4)cc3)C(=O)C2C1 (stereo not drawn)	0	1	-1	-3	7	-2	8	9	39
O=Cc1ccc(Oc2ncccn2)cc1	-3	1.1	-7	-2	-12	-1	2	-14	12
CCOc1ccc(NC(=O)NC(C)CC)cc1 (stereo not drawn)	-2	1	-1	-8	9	1	20	2	6
COc1ccc(NC(=O)CCC(=O)Nc2cc(OC)c(NC(=O)c3cccs3)cc2OC)cc1	-6	1.1	-8	5	-14	-1	13	7	17
COc1ccc(OCC(O)CNCCOc2ccccc2OC)c(C(C)(C)C)c1 (stereo not drawn)	-4	0.94	6	11	4	-7	28	20	6
Cc1ccc2cc3cc(C(=O)N4CCN(Cc5ccccc5)CC4)sc3nc2c1	4	0.94	6	-4	9	2	14	-1	9
Cc1cc(C)cc(N(CC(=O)O)S(=O)(=O)c2c(C)[nH]c(=O)[nH]c2=O)c1	-7	1.1	-15	-4	1	-3	3	-8	12
OC1(c2cccc(C(F)(F)F)c2)CCN(Cc2nnnn2CCc2ccccc2)CC1	-3	0.94	6	-2	5	-1	20	7	-3
Cc1nc(SC2CC(=O)N(c3ccccc3)C2=O)n[nH]1 (stereo not drawn)	-1	1	-5	0	-47	-2	13	8	26
O=C(NCCc1csc(-c2ccccc2)n1)c1c(F)cccc1Cl	1	0.93	7	-10	-18	-1	7	14	24
O=C(CN1CCN(c2cccc(Cl)n2)CC1)N1CC(O)CO1 (stereo not drawn)	2	1	-2	1	-1	-2	-7	-5	-11
COc1cccc(N2CCN(S(=O)(=O)c3ccc4c(c3)oc(=O)n4C)CC2)c1	7	0.91	9	-3	-16	-1	0	3	16
CCCOc1ccc(NC(=O)CC2C(=O)Nc3ccccc3N2CC(=O)N2CCCC2)cc1 (stereo not drawn)	-4	1	-4	-7	16	3	0	3	3
OC(CN1CCN(C(c2ccccc2)c2ccccc2)CC1)c1ccccc1 (stereo not drawn)	-4	0.95	5	-8	-7	-5	20	3	12
O=C(NNC(=O)C1C2C=CC(C2)C1C(=O)O)c1cc(Cl)ccc1O (stereo not drawn)	-3	1	-2	1	-29	1	3	10	5
Cc1ccc2nc(SCC(=O)N/N=C/c3ccco3)cc(C)c2c1	2	0.86	14	0	10	-1	5	18	-15
O=C(CCCSc1nc2ccccc2c(=O)[nH]1)c1ccccc1	-4	1	0	-9	-12	-3	16	2	-29
O=C(CN1C(=O)C2CCCCC2C1=O)Nc1cc([N+](=O)[O-])ccc1F (stereo not drawn)	-4	0.98	2	-4	2	2	8	0	-13
O=S(=O)(NN1CCOCC1)c1ccc(Cl)s1	-4	1.1	-10	-14	-17	-1	-4	-11	-5
COc1ccc(/C=N/NC(=O)c2ccc(OC)c(OC)c2)cc1COc1c(F)c(F)c(F)c(F)c1F	0	1	-3	-2	-8	-3	0	22	20
CS(=O)(=O)N(CC(=O)N1CCCCC1)C1CCCCC1	-1	0.95	5	-3	0	-1	6	-1	15
Cc1oc(C)c(C(=O)O)c1C(=O)O	0	1	-2	-5	-23	-3	-8	-2	5
O=C(Nc1ccc(S(=O)(=O)N2CCCCC2)cc1)C1CCCO1 (stereo not drawn)	-1	1.1	-6	-6	-12	4	16	8	-2
COc1ccc(C(=O)Nn2c(C)nnc2-n2nc(C)cc2C)cc1OC	-4	0.85	15	-6	-8	-1	-14	6	10
Cc1cccc(/C=N/NC(=O)Cn2nnnc2N)n1	-3	1.1	-9	-4	6	0	5	-4	-6
O=C(NCc1cccs1)c1cnn2cccnc12	2	0.97	3	1	-11	-3	8	-4	-4
CCC(=O)Nc1ccc2c(c1)ncn2-c1ccc(OC)cc1	1	0.95	5	7	-3	1	3	16	-34
O=C(Nc1nccs1)C1C2/C=C\CCCCC21 (stereo not drawn)	-3	0.91	9	-1	10	2	-67	27	29
CCCc1nc2c(=O)n(C)c(=O)[nH]c2n1CCC	-2	0.97	3	-5	-13	-3	26	0	8
